TDP1 inh – blocks human tyrosyl-DNA phosphodiesterase 1. AID 485290. recombinant TDP1, AlphaScreen DNA substrate cleavage. actives 0.28% (n = 350,000). Q9NUW8. Potency, µM (doses to about 130 µM), without a hit: at the top dose activity change, negative = inhibition, usual class: inhibitors; also: nearly all actives have a fitted effect of over 40% in size
Target sequence (Q9NUW8 whole entry, looked up): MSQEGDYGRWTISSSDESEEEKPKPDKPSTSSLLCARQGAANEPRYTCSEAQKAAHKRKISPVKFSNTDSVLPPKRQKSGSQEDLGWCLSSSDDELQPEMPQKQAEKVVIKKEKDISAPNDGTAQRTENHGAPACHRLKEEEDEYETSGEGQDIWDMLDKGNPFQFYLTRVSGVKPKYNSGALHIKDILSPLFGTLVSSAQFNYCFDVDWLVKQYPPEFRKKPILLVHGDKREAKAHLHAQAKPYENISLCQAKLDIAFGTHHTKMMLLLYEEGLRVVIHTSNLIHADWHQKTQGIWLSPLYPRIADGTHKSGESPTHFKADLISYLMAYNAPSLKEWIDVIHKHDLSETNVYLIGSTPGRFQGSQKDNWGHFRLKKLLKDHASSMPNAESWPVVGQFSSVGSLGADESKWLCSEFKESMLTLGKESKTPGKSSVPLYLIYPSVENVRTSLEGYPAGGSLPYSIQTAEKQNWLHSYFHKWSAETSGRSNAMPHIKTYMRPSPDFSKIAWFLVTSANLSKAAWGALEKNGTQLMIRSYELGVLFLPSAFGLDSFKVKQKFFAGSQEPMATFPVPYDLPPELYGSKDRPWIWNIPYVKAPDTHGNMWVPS
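Steps: enzyme plus compound, 15 min RT; add biotin/phosphotyrosine-FITC oligonucleotide (15 nM final), react 5 min; add donor/acceptor beads (10 ug/ml final), 10 min; read AlphaScreen. Tdp1 at 1 nM final.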
DT40 TDP1 no CPT – qHTS for Inhibitors of human tyrosyl-DNA phosphodiesterase 1 (TDP1): qHTS in cells in absence of CPT | actives 15% (n = 420,000) | AID 686978, 2013 | DT40 Tdp1-/- hTDP1 cells, no CPT, ATP luminescence, 48 h | Potency, µM (top dose mostly 46.2 µM), for the others: top-dose activity change, negative = growth inhibition, most hits filed as inhibitors; also: nearly all actives have a fitted effect of over 55% in size
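Cells were dispensed at 400 per well, compounds added by pin tool, plates incubated ≥48 hr at 37 °C, then CellTiter-Glo added for 30 min at room temperature before luminescence reading. Line: DT40 Tdp1-/- complemented with hTDP1; camptothecin omitted.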
N370S GC – N370S glucocerebrosidase modulation, Gaucher chaperone candidate | N370S GC spleen homogenate, 4MU-glucoside fluorescence | Potency, µM (titrated, usually from 59.4 µM), inactives show at the highest dose activity change, negative = inhibition, actives largely listed as inhibitors | actives 0.092% (n = 330,000) | AID 2101;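 also: 0% = full enzyme activity and -100% = no enzyme basal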
Active calls of the source: *; ? = inconclusive; . = no result given; [ ] = dose if it differs, or a comment. Calls follow the shape of the dose curve; as a rule, active = well fitted curve in the direction sought with a large enough effect; inconclusive = small, poorly fitted or top-dose-only effect, or another doubt; inactive = no such curve, though single readings can be large; an effect the other way counts as inactive or inconclusive. Unless noted, % is scaled to controls: 0 for no effect and ±100 for the full control effect; potency is read from the fitted curve at half-maximal effect. Some of the compounds tested; the hit share may differ from the screen's.

SMILES | DT40 TDP1 no CPT | TDP1 inh | N370S GC
Cc1c(N/C(=N/S(=O)(=O)c2cc([N+](=O)[O-])ccc2Cl)c2ccccc2)c(=O)n(-c2ccccc2)n1C | 3% | 0% | 4%
COc1ccc(/C=N/NC(=O)c2cccnc2)cc1CN1CCOCC1 | -3% | . | 5%
C[C@H](CO)N1C[C@H](C)[C@@H](CN(C)Cc2ccccc2)Oc2c(NC(=O)C3CCCCC3)cccc2C1=O | ? | 4% | .
Cc1ccc2c(c1)-c1cc(C)nn1C(c1cc(Br)ccc1O)N2 (stereo not given) | ? | 4% | .
O=C(C1=C[C@H](c2csc3ccccc23)C[C@H](OCc2ccc(CO)cc2)O1)N1CCN(Cc2ccccc2)CC1 | ? | 8% | 23%
CCOc1ccc(N(CC(=O)N2CCN(c3ccc(F)cc3)CC2)S(=O)(=O)c2c(C)noc2C)cc1 | ? | 6% | 0%
COc1ccc(/C(O)=C2\C(=O)C(=O)N(c3cc(C)on3)C2c2ccc(OC)c(OC)c2)cc1OC (stereo not given) | -1% | -5% | -2%
Nn1c(SCC(=O)Nc2ccc(F)cc2)nnc1-c1cccnc1 | 10% | 6% | 2%

Additional results:
SMILES | DT40 TDP1 no CPT | TDP1 inh | N370S GC
O=C(Nc1ccc(C(F)(F)F)cc1)N1CCN(C(=O)c2ccco2)CC1 | 0% | 1% | -25%
O=S(=O)(NCCc1ccccc1)c1cccc(S(=O)(=O)N2CCOCC2)c1 | ? | 2% | -6%
CCN(CC(=O)NCc1ccc(F)cc1)C(=O)CCNS(=O)(=O)c1cccc(C)c1 | 0% | -5% | .
Cc1ccc(CN2C(=O)CCC2C(=O)N2CCN(c3ccccc3)CC2)cc1 (stereo not given) | -28% | 2% | -6%
O=S(=O)(/C=C/c1ccccc1)N1CCN(c2nc(-c3ccccc3)nc3ccccc23)CC1 | ? | 5% | ?
COc1cccc(-c2cc(C(=O)NCCCN3CCOCC3)no2)c1 | -9% | 11% | -7%
CCOc1ccc(CCNC(=O)C2Cc3ccccc3N2C(=O)CC)cc1 (stereo not given) | -23% | 1% | .
O=c1cc(Cl)c2ccccc2n1-c1ccccc1 | -4% | . | -3%

Next records.
SMILES | DT40 TDP1 no CPT | TDP1 inh | N370S GC
CCCCCC1CC1C(=O)N/N=C/c1ccc(N(C)C)cc1 (stereo not given) | ? | 10% | 23%
CC1CCN(C(=O)CSc2nc(=O)n3cc(Cl)ccc3n2)CC1 | 4% | -11%[0.505 µM] | -1%
COc1ccc(OC)c(NC(=O)c2cc3c(cc2Cl)N2CCCCCC2=NS3(=O)=O)c1 | 16µM* | 1% | .
Cn1c(Cc2c[nH]c3ccccc23)n[nH]c1=S | -14% | -8% | 3%
COc1ccc(C(C)(C)C)cc1NC(=O)COC(=O)c1cc(SC)ccc1Cl | -3% | 1% | 28%
Cc1cccc(C(=O)OC(C)C(=O)NC(=O)NC2CCCCC2)c1O (stereo not given) | ? | 11% | 0%
CCC(C)NC(=O)COC(=O)c1oc2ccccc2c1CSc1ccc(Cl)cc1 (stereo not given) | ? | 1% | 6%
O=[N+]([O-])c1cccc(/C=C/c2nc(C=Nc3ccc4ccccc4c3)c(O)o2)c1 | -13% | 4% | 0%

The list continues:
SMILES | DT40 TDP1 no CPT | TDP1 inh | N370S GC
O=C(CN(Cc1ccccc1)C1=NCCS1)c1ccccc1 | -13% | -3% | 1%
CCS(=O)(=O)c1ncc(Cl)c(C(=O)Nc2ccccc2OC)n1 | 1µM* | . | 0%
COc1cccc([C@@H]2Oc3ccc(OC)cc3/C(=N/O[C@@H](C)CN3CCCCc4nc(C)c(C)cc43)[C@@H]2O)c1 | . | 5%[21 µM] | 0%[12.8 µM]
NC(=O)[C@@H]1CCCN1C(=O)c1cc(COc2ccc3c(c2)CCCC3)on1 | ? | 6% | 3%
C/C(CCc1ccc2c(c1)OCO2)=N\NC(=O)c1ccccc1Br | -14% | 0% | 15%
O=c1c(N2CCN(c3ccc(F)cc3)CC2)csc2ccc(F)cc12 | ? | 4% | .
Nc1ccc(C(=O)C(=O)c2ccc(N)cc2)cc1 | -12% | 4% | -14%
NS(=O)(=O)c1ccc(CCNC(=O)CN2CCN(S(=O)(=O)c3ccccc3F)CC2)cc1 | -23% | 0% | .

Retrieved by structure from above, four records:
SMILES | DT40 TDP1 no CPT | TDP1 inh | N370S GC
Cc1ccc2c(c1)-c1cc(C)nn1C(c1cc(Br)ccc1O)N2 (stereo not given) | ? | 4% | .
O=[N+]([O-])c1cccc(/C=C/c2nc(C=Nc3ccc4ccccc4c3)c(O)o2)c1 | -13% | 4% | 0%
COc1ccc(/C(O)=C2\C(=O)C(=O)N(c3cc(C)on3)C2c2ccc(OC)c(OC)c2)cc1OC (stereo not given) | -1% | -5% | -2%
Cn1c(Cc2c[nH]c3ccccc23)n[nH]c1=S | -14% | -8% | 3%

Continuation:
SMILES | DT40 TDP1 no CPT | TDP1 inh | N370S GC
CCn1c(SCC(=O)N2CCCCC2C)nnc1-c1ccco1 (stereo not given) | 2% | . | -3%
Cc1ccc(NC2Sc3ccccc3NC2=O)cc1 (stereo not given) | ? | 8% | 0%
O=C(COc1ccccc1Cl)Nc1ccccc1C(=O)NC1CC1 | ? | 2%[0.505 µM] | -12%
CCOC(=O)C1=C(C)NC(=O)C1CC(=O)Nc1ccccc1 (stereo not given) | . | -3%[56.1 µM] | 4%
COc1ccc(OC)c(C(C[N+](=O)[O-])c2c(C)cc3ccccn23)c1 (stereo not given) | 2.9µM* | 1%[0.0935 µM] | 1%
COc1ccc(C)cc1S(=O)(=O)N1CCC2(CC1)OCCN2S(=O)(=O)c1ccccc1 | ? | . | 4%
CCOc1nc(C#N)nc(N(c2ccccc2)c2ccccc2)n1 | -7% | 0% | .
O=C(NCCc1csc(-c2ccc(C(F)(F)F)cc2)n1)c1ccccc1Cl | ? | 8% | .

(more compounds)
SMILES | DT40 TDP1 no CPT | TDP1 inh | N370S GC
O=C(CSc1nc(-c2ccco2)cc(C(F)(F)F)n1)N1CCc2ccccc2C1 | ? | 11% | 21%
O=C(COC(=O)CNS(=O)(=O)/C=C/c1ccccc1)NC1CCS(=O)(=O)C1 (stereo not given) | 0% | -3% | -7%
Cc1ccc(NC(=O)c2ccc3c(c2)NC(=O)c2ccccc2S3)cc1 | 2.6µM* | -2% | .
COc1ccc(-c2cc(=O)c3c(O)cc(O[C@@H]4OC(COC5OC(C)C(O)C(O)[C@@H]5O)C(O)C(O)C4O)cc3o2)cc1 (stereo not given in full) | -1% | -13%[56.1 µM] | 6%
COc1ccc(NC(=O)NC2(C(=O)N3CCN(C)CC3)CCCCC2)cc1 | -4% | . | -3%
CC[C@@H](C(=O)[C@@H](C)[C@@H](O)[C@H](C)CCc1ccc(C)c(O)c1C(=O)O)C1O[C@](CC)(C2CC[C@](O)(CC)[C@H](C)O2)C[C@@H]1C (stereo not given in full) | . | 10% | 0%
C[C@H](CO)N1C[C@H](C)[C@@H](CN(C)S(=O)(=O)c2ccc(F)cc2)Oc2ccc(NC(=O)CCN3CCOCC3)cc2C1=O | 0% | 3% | .
CCOc1ccc(NC(=O)NC2CC(=O)N(c3ccc(OC)cc3)C2)cc1 (stereo not given) | -6% | -2% | -8%

Three entries from above, ordered by formula weight, lowest first:
SMILES | DT40 TDP1 no CPT | TDP1 inh | N370S GC
CCS(=O)(=O)c1ncc(Cl)c(C(=O)Nc2ccccc2OC)n1 | 1µM* | . | 0%
O=C(CSc1nc(-c2ccco2)cc(C(F)(F)F)n1)N1CCc2ccccc2C1 | ? | 11% | 21%
CCN(CC(=O)NCc1ccc(F)cc1)C(=O)CCNS(=O)(=O)c1cccc(C)c1 | 0% | -5% | .

Going on with the list.
SMILES | DT40 TDP1 no CPT | TDP1 inh | N370S GC
CCOC(=O)c1c(-c2ccc(C)cc2)csc1NC(=O)CCN1CCOCC1 | 23µM* | -4% | -8%
Cc1ccc(C)c(OCCC(=O)OCC(=O)NCc2ccc(F)cc2)c1 | 9% | . | -13%
O=C(CN1C(=O)NC2(CCc3ccccc32)C1=O)Nc1ccc(N2CCOCC2)cc1 (stereo not given) | 0% | 2% | 1%
NC(=O)C(Cc1ccccc1)NC(=O)C12CC3CC(CC(C3)C1)C2 (stereo not given) | -27% | 1% | -16%
Cc1ccccc1-c1cc(C(=O)Nc2sc(C(=O)OC(C)C)c(C)c2C#N)c2ccccc2n1 | 21µM* | 12% | -3%
CCOc1ccc(-c2[nH]nc3c2C(c2ccc4c(c2)OCO4)C(C#N)=C(N)O3)cc1OC (stereo not given) | -16% | 8% | -12%
O=C(NC(=O)C(F)(F)F)Nc1ccc(S(=O)(=O)Nc2nccs2)cc1 | 2% | . | -4%
N#Cc1cccc(-c2cncnc2NCc2cccnc2)c1 | 0% | . | -2%

Next results follow.
SMILES | DT40 TDP1 no CPT | TDP1 inh | N370S GC
CCS(=O)(=O)C1=NSC2=NC(=O)/C(=C\c3ccc(OC(=O)c4ccco4)cc3)C(=N)N21 | -21% | 6% | ?
COc1cc(C(=O)Nc2ccc(S(=O)(=O)Nc3onc(C)c3C)cc2)cc(OC)c1OC | -4% | 4% | -26%
O=C(CSc1nnc(-c2c[nH]c3ccccc23)o1)N1c2ccccc2CCc2ccccc21 | 16µM* | -2% | 6%
CC(C)C[C@@H]1CN=C(N)N1C[C@@H]1CCCN1C[C@@H](C(C)C)N1C[C@@H](Cc2ccccc2)N(CCc2ccc(Cl)c(Cl)c2)C1=N | -14% | -8% | .
CCCSc1nc(N2CCCC2)c2c(c1C#N)CC(C)(C)OC2 | ? | -1% | ?
COc1ccc(-c2cn3c(n2)sc2cc(C(=O)Nc4ccc(C)cc4C)ccc23)cc1 | ? | 0% | .
C/C(=N\Nc1ccccn1)c1ccc(S(=O)(=O)NCc2ccco2)cc1 | ? | 7% | -6%
COc1ccccc1N1CCN(C(=O)CSc2nc3ccccc3nc2Cc2ccccc2)CC1 | 23µM* | 0% | .

Additional entries.
SMILES | DT40 TDP1 no CPT | TDP1 inh | N370S GC
Cc1cc(NC(=O)CSc2nnnn2Cc2ccccc2)no1 | -23% | -8%[56.1 µM] | 3%
O=c1ccn([C@@H]2O[C@H](COS(=O)(=O)O)[C@@H](O)[C@H]2O)c(=O)[nH]1 | 4.1µM* | 2% | .
O=C(CCCN1C(=O)S/C(=C/C=C/c2ccccc2)C1=O)Nc1ccc(C(=O)O)cc1 | 20% | 4% | -16%
Fc1ccc(OCc2nc(-c3ccc(Br)o3)no2)c(F)c1 | -13% | -6% | 11%
Cc1ccccc1N(C(=O)Cc1ccsc1)C(C(=O)NC1CCCCC1)c1ccc(F)cc1 (stereo not given) | -9% | 2% | -3%
Cc1ccccc1CNC(=O)Cn1ccc2cc(S(=O)(=O)N3CCCCCC3)ccc21 | ? | 4% | -2%
Cc1cccc(NC(=O)c2snc3c(=O)[nH]cnc23)c1 | . | 0% | 10%
CN(C)c1ccc(NC(=O)Cn2cc3c(n2)CCCC3)cc1 | ? | 8% | -6%

Other entries follow.
SMILES | DT40 TDP1 no CPT | TDP1 inh | N370S GC
CN(C(=O)c1ccc(NC(=O)Cc2cccc([N+](=O)[O-])c2)cc1)C1CCCC1 | -21% | 4% | .
Cc1csc(NC(=O)CSc2nc3[nH]ncc3c(=O)[nH]2)n1 | 29µM* | 7% | 6%
O=C(NNC(=O)c1cc2cc(OC(F)(F)F)ccc2[nH]1)c1ccc(Cl)cc1 | ? | 11% | -6%
COCCn1cnc2c1c(=O)n(Cc1ccc(Br)cc1)c(=O)n2Cc1ccccc1 | -5% | -2% | 1%
Cc1ccc(-n2nc3c(N4CCC(C(=O)NCc5cccc(F)c5)CC4)nnc(C)c3c2C)cc1 | 18µM* | 40µM* | -26%
CCC(C)(C)NC(=O)C(c1ccccn1)N(C(=O)c1csnn1)c1ccccc1 (stereo not given) | -21% | 3% | 7%
COc1cccc(-n2c(SCC(=O)N3CCOCC3)nnc2-c2c[nH]c3ccccc23)c1 | 5% | 0% | -12%
O=CNNC(=O)c1cccc([N+](=O)[O-])c1 | 15% | -13% | -5%

Other entries follow:
SMILES | DT40 TDP1 no CPT | TDP1 inh | N370S GC
CC(=O)Nc1ccc(-c2nnn(CC(=O)c3ccccc3)n2)cc1Cl | -6% | 7% | 6%
Cc1ccc(-c2ccc(=O)n(CC(=O)NC(C)c3ccccc3)n2)cc1 (stereo not given) | -6% | 3% | .
N#Cc1nc(COc2ccccc2)oc1N1CCOCC1 | -2% | 4% | 4%
CCCn1c(C)nc2c(NCCN3CCCCC3)nc(C)nc21 | . | 4% | -7%
O=C(C[n+]1ccc(Cc2ccccc2)cc1)Nc1ccc([N+](=O)[O-])cc1Cl | 15µM* | 4% | -1%
CCC(=O)N1CCc2cc(S(=O)(=O)NC(C(=O)NCc3ccc(F)cc3)C(C)C)ccc21 (stereo not given) | -7% | 2% | 4%
Nc1ccc(NC(=O)NC2CCCCC2)cc1 | -18% | 0% | 4%
CC(C)c1ccc(NC(=O)CN2C=NS(=O)(=O)c3ccccc32)cc1 | -18% | 1% | .
COc1ccc(S(=O)(=O)NNC(=O)c2cc3cc4ccccc4nc3s2)cc1 | -4% | 6% | -21%
